# Assay outcomes from PubChem.
# AID inhibitor = blocks human AID cytidine deaminase activity; Q9GZX7; AID deamination FRET fluorescence, UDG-coupled, 4 h; Potency, µM (top dose mostly 115 µM), for inactives: top-dose activity change, negative = inhibition, hits mostly inhibitors; 91,000 compounds, 0.32% hits; also: nearly all actives have a fitted effect of over 25% in size
# Target sequence (Q9GZX7 whole entry, looked up): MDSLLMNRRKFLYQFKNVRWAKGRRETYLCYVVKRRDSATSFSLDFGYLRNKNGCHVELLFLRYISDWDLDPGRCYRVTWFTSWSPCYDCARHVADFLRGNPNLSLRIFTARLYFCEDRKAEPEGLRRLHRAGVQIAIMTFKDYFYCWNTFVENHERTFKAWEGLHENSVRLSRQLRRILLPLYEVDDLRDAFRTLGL
# UDG counter = UDG inhibition counter-screen. FRET deamination/UDG coupled assay, UDG read, 4 h. Potency, µM (doses to about 115 µM), for inactives: at the top dose activity change, negative = inhibition, hits mostly inhibitors. AID 1347430. 91,000 compounds, 0.14% hits; also: nearly all actives have a fitted effect of over 65% in size
# The depositor's hits bear a star; ? = inconclusive; [ ] = remark or other dose. Calls follow the shape of the dose curve; as a rule, active = well fitted curve in the direction sought with a large enough effect; inconclusive = small, poorly fitted or top-dose-only effect, or another doubt; inactive = no such curve, though single readings can be large; an effect the other way counts as inactive or inconclusive. % is scaled to controls: 0 for no effect and ±100 for the full control effect; potency is read from the fitted curve at half-maximal effect. These rows are one share of the data, so the mix of outcomes need not match the whole.
SMILES,AID inhibitor,UDG counter
COc1ccc(C(=O)c2oc3ccccc3c2NC(=O)COc2ccc(C)cc2)cc1,8%,0%
COc1cc(C(=O)CSc2ccc(Cl)cc2)cc(OC)c1OC,-13%,-11%
COc1ccc(Sc2nn3c(=O)cc(C)nc3s2)cc1,-10%,-7%
CCOc1ccc(NC(=O)Nc2cc3c(cc2N2CCCCC2)n(C)c(=O)n3C)cc1,38%[activator],-9%
CCc1ccc(CNC(=O)c2ccc(CS(=O)(=O)Cc3cccc(C)c3)o2)cc1,-10%,4%
CN(C)c1ccc(NC(=O)CC(NCc2cccnc2)C(=O)O)cc1 (stereo not drawn),10%,12%
COC(=O)c1ccc(COC(=O)c2cc(OC)ccc2Br)cc1,-4%,-5%
CCn1nnc(NC(=O)c2cc3ccccc3cc2OC)n1,-12%,-1%
N#Cc1ccc(-c2nc3ccccc3s2)cc1,-10%,-2%
Cc1c(-c2ccc(Cl)cc2)c(=O)oc2ccc(OS(=O)(=O)c3ccccc3)cc12,0%,-15%
O=C(COCc1cc(-c2ccc3c(c2)OCO3)on1)N1CCN(c2cccc(C(F)(F)F)c2)CC1,?,?
NC(=O)C1CCN(C(=O)c2ccc3c(c2)N(Cc2cccc(Cl)c2)C(=O)c2ccccc2S3=O)CC1 (stereo not drawn),13%,-1%[57.5 µM]
CC(C)(C)c1ccc(-c2nnc(SCC(=O)N3CCC3)n2C2CCCC2)cc1,-14%,-2%
CCCCCc1ccc(-c2ccc(-c3ccc(/C=C/C#N)cc3)nc2)cc1,-9%,-6%
Cc1ccc([N+](=O)[O-])cc1S(=O)(=O)NC(c1ccccc1)c1cccs1 (stereo not drawn),-8%,2%
COc1cccc(C(=O)Nc2ccc(C(=O)OCc3cc(=O)n4nc(C5CC5)sc4n3)cc2)c1,34%[activator],-5%
COC(=O)c1sc(S(=O)(=O)N2CCN(c3ccc(OC)cc3)CC2)c(C(=O)OC)c1C,12%,-3%
COc1cc2c(cc1NC(=O)COc1ccc(Br)c(C)c1)oc1ccccc12,2%,2%
COc1ccc(S(=O)(=O)c2c(O)c3ccc(C(=O)NCc4ccc(Cl)cc4)cc3[nH]c2=O)cc1,-8%,2%
Cc1ccc(C)c(Cn2c(=O)n(C(C)C)c(=O)c3oc4ccccc4c32)c1,3%,-2%
O=C(c1cc2cc(Cl)ccc2[nH]1)N(Cc1ccccc1)Cc1ccco1,1%,-2%
CCn1cnc2c(=O)oc3ccc(S(=O)(=O)Nc4ccc(OC)cc4)cc3c21,-7%,5%
CCOc1ccc(/C=C/c2nc(C#N)c(NC3CCCCC3)o2)cc1,-10%,7%
CC(C)C(=O)Nc1ccc([N+](=O)[O-])c(C(F)(F)F)c1,-3%,-1%
COC(=O)CN1CCN(c2nc3c(c(=O)[nH]c(=O)n3C)n2Cc2ccc(Br)cc2)CC1,-1%,1%
COc1ccc(-c2csc(NC(=O)c3nn(C)c(=O)c4ccccc34)n2)cc1,-2%,0%
O=C(CCc1ccc(O)cc1)c1c(O)cc(O)cc1O,-16%,-1%
CC(=O)Nc1cccs1,-1%,1%
O=Cc1c(-c2cccc(Br)c2)[nH]c2ccccc12,3%,-1%
CC(C)(C)NS(=O)(=O)c1ccc2nc(NC(=O)c3cccnc3)sc2c1,-4%,1%
Cc1ccc(N(C)C(=O)c2cc(S(=O)(=O)N3CCOCC3)cn2C)cc1,12%,-1%
Cc1ccc(S(=O)(=O)c2nc(-c3ccccc3Cl)oc2N2CCCCCC2)cc1,?,?
COC(=O)c1ccccc1NC(=O)c1nn(-c2ccc(OC)cc2)c(=O)c2c1c1ccccc1n2C,11%,-21%
O=C(Nc1nnc(S(=O)(=O)N2CCCCC2)s1)c1ccc(Cl)cc1,2%,6%
Cc1ccc(S(=O)(=O)C(CNC(=O)COc2ccccc2)c2cccs2)cc1 (stereo not drawn),45µM*,-28%
COc1ccccc1CCNC(=O)CCc1c(C)c2cc3c(C)coc3c(C)c2oc1=O,4%,5%
N#Cc1ccc(N2CCC(C(=O)Nc3cccc(S(=O)(=O)N4CCCC4)c3)CC2)nc1,-9%,0%
COc1ccc(-c2oc3ncn4nc(-c5ccccc5C)nc4c3c2-c2ccc(OC)cc2)cc1,17%[57.5 µM],-4%[57.5 µM]
CCCc1nc(SC)ncc1C(=O)Nc1ccc(Cl)cc1C,-1%,3%
COC(=O)Cn1c(=O)c2c3c(sc2n(CC(=O)c2ccc(Cl)cc2)c1=O)CCC3,-14%,-7%
Cc1cccc(C(=O)Nc2cc3c(cc2C)n(C)c(=O)n3C)c1,96%[activator],-25%
Cc1ccc(-c2ccc(=O)n(CCC(=O)NCCc3ccccc3)n2)cc1,11%,-17%
CC(C)Oc1ccc(C(CC(=O)O)NC(=O)c2ccc(C(C)(C)C)cc2)cc1 (stereo not drawn),0%,9%
Cc1cc(=O)c2cc(C(=O)Nc3ccccc3)ccc2[nH]1,4%,2%
O/N=C/c1c(O)c(Br)cc2oc3c(c12)CCCC3,53%[activator],3%
Cc1cc(Nc2cccc(C)c2C)n2cnnc2n1,-17%,-1%
CCCSCCCNC(=O)c1ccc(Cn2c(=O)c3cccn3c3cccnc32)cc1,5%,4%
CCSc1ncc(Cl)c(C(=O)Nc2c(C(=O)Nc3ccccc3)oc3ccccc23)n1,-21%,-8%

# Pulled by compound from above, four records:
SMILES,AID inhibitor,UDG counter
Cc1cc(=O)c2cc(C(=O)Nc3ccccc3)ccc2[nH]1,4%,2%
Cc1ccc(N(C)C(=O)c2cc(S(=O)(=O)N3CCOCC3)cn2C)cc1,12%,-1%
COc1ccc(-c2oc3ncn4nc(-c5ccccc5C)nc4c3c2-c2ccc(OC)cc2)cc1,17%[57.5 µM],-4%[57.5 µM]
Cc1c(-c2ccc(Cl)cc2)c(=O)oc2ccc(OS(=O)(=O)c3ccccc3)cc12,0%,-15%

# The list goes on.
SMILES,AID inhibitor,UDG counter
COc1ccc(N(Cc2cccs2)C(=O)COc2ccc([N+](=O)[O-])cc2)cc1,?,?
Cc1cn2c(=O)cc(COc3ccc(NC(=O)c4cccc(F)c4)cc3)nc2s1,-10%,-3%
COc1ccccc1Cn1ccn(Cc2c(F)cccc2Cl)c(=O)c1=O,-29%,-4%[57.5 µM]
Cc1oc(-c2cccc(Br)c2)nc1Cn1c(=O)cc(-c2ccccc2)c2c(C)nn(C)c21,-19%,40%[activator]
CCNC(=O)NC(=O)CN(C)C(C)C(C)(C)C (stereo not drawn),2%,2%
CCOc1ccccc1NC(=O)CN1C(=O)COc2ccc(S(=O)(=O)N3CCCCC3)cc21,1%,4%[57.5 µM]
CCC(NC(=O)C1CC1)c1ccc(C)cc1 (stereo not drawn),-6%,6%
O=C1c2ccccc2NC(c2cnc3ccccc3n2)N1c1ccc(Cl)cc1 (stereo not drawn),3%,-1%
CC(C(=O)NC(N)=O)N(C)Cc1ccc(C(=O)NC2CC2)cc1 (stereo not drawn),6%,-1%
CC(=O)c1cc(-c2ccc(F)cc2)n(CCC(=O)Nc2nc3ccc(C)cc3s2)c1C,-13%,-5%
COc1cc(OC)c(C2CC(=O)Nc3c(-c4ccccc4)nsc32)cc1OC (stereo not drawn),-9%,2%
COc1ccc2c(C)cc(SCC(=O)Nc3nsc(-c4ccccc4C)n3)nc2c1,-1%,-6%

# 4 entries already listed, sorted by their value in AID inhibitor, rising.
SMILES,AID inhibitor
CC(C)(C)c1ccc(-c2nnc(SCC(=O)N3CCC3)n2C2CCCC2)cc1,-14%
Cc1ccc([N+](=O)[O-])cc1S(=O)(=O)NC(c1ccccc1)c1cccs1 (stereo not drawn),-8%
CCCc1nc(SC)ncc1C(=O)Nc1ccc(Cl)cc1C,-1%
CCNC(=O)NC(=O)CN(C)C(C)C(C)(C)C (stereo not drawn),2%

# Returning to the listing with the 2 entries that preceded the break.
SMILES,AID inhibitor,UDG counter
COc1cc(OC)c(C2CC(=O)Nc3c(-c4ccccc4)nsc32)cc1OC (stereo not drawn),-9%,2%
COc1ccc2c(C)cc(SCC(=O)Nc3nsc(-c4ccccc4C)n3)nc2c1,-1%,-6%
CC12CC3CC(C)(C1)CC(NCc1ccccn1)(C3)C2,-3%,-4%
COC(=O)c1ccc(NC(=O)C2CCN(S(=O)(=O)c3ccc4c(c3)CCCN4C(C)=O)CC2)cc1,-5%,4%
COC(=O)c1scc(-c2ccc(C)cc2)c1S(=O)(=O)N1CCN(c2ccccc2F)CC1,1%,?
COc1ccc(-c2cc(C(=O)NCCc3ccccc3)c3c(-c4ccccc4)[nH]nc3n2)cc1OC,13%,22%
COc1ccc(C(=O)COC(=O)c2cc(-c3cccs3)nc3ccccc23)cc1,97%[activator],-3%
CCCN(CCC)C(=O)C1CCCN(S(=O)(=O)c2ccc3c(c2)oc(=O)n3C)C1 (stereo not drawn),10%,-3%
CCOc1ccccc1Oc1c(C)oc2cc(OC(=O)c3ccc4c(c3)OCO4)ccc2c1=O,1%,3%
COC(=O)c1ccc(CCNC(=O)C(C)C)cc1,1%,-3%
CCCN(CCC)c1cc(C)nc2nc(-c3ccc(Cl)cc3)nn12,-6%,3%
Cc1ccc(-c2noc(CSc3nnc(C4CC4)n3-c3ccccc3)n2)cc1,-15%,89µM*
COc1ccc(NC(C)=O)cc1NC(=O)CN1CCN(c2ccc(F)cc2)CC1,44%[activator],11%
CCOc1ccccc1NC(=O)CN1C(=O)C(=O)c2ccccc21,167%[activator],8%
CC(=O)CC(=O)N(CCC[N+](C)(C)C)CCC[N+](C)(C)C,3%,4%
Nn1cnc2ccccc21,4%,-1%
CCCCc1cnc2c(c1SCC(N)=O)c(=O)n(C)c(=O)n2C,1%,-1%
Fc1ccc(-c2cc(-c3ccc(F)cc3)c3c(n2)-c2cc(F)ccc2OC3)cc1,-14%,-2%
CCC(=O)c1ccc(C2CCCCC2)cc1,1%,0%
CN(C(=O)c1cc2ccccc2oc1=O)C(c1ccccc1)c1ccccc1,-11%,-5%
COc1ccc(C(=O)NCCSc2c[nH]c3ccccc23)cc1OC,50%[activator],2%
O=C(NCc1ccc(Cl)cc1)C1CCN(S(=O)(=O)c2ccc3c(c2)CCCN3C(=O)C2CCC2)CC1,-9%,-14%
Cc1c2c(nc3ccccc13)CCc1ccccc1-2,-11%,-3%
CC(CCCc1ccccc1)NC(=O)c1nn(-c2ccc(Cl)cc2)nc1CO (stereo not drawn),-2%,-1%[57.5 µM]
CCCCNc1nc(Oc2ccc(OCC(N)=O)nn2)nc(N2CCOCC2)n1,12%,-15%
N#CCCn1cc(C(=O)N2CCCCC2)c(-c2ccc(Cl)cc2)n1,-14%,-8%
CCN1CCN(c2oc(-c3ccc(COc4ccc(OC)cc4)o3)nc2C#N)CC1,-21%,-5%
COC(=O)c1c(-c2ccccc2)c(-c2ccccc2)nn(C)c1=O,0%,15%
COc1ccc(NC(=O)c2ccc3c(c2)N(Cc2cccc(Cl)c2)C(=O)c2ccccc2S3(=O)=O)cc1Cl,-2%,-15%
Cc1ccc(Cn2nc3n(c2=O)-c2cc(Cl)ccc2OC3)cc1,2%,10%
CCSc1ccccc1C(=O)Nc1ccc(CC)cc1,5%,6%
O=C(NC1CCCCCC1)c1csc2ccccc12,3%,7%
COc1cc(-c2noc(-c3ccccc3C(=O)NCc3ccco3)n2)cc(OC)c1OC,-4%,0%
O=C(O)[C@@H]1C[C@@H](C(=O)O)N1,1%,-6%
CCn1cc(C(=O)NCc2ccccc2)c(=O)c2cc(S(=O)(=O)N3CCCCC3)ccc21,?,-15%[57.5 µM]
COc1ccc(OC)c(C2CC(=O)N(c3cccc(C)c3)C3=C2C(=O)OC3)c1 (stereo not drawn),-7%,10%
Cc1cccc(/C=C(/C(=O)N2CCCCCC2)c2cccs2)c1,-16%,0%
CCc1c(C)sc(NC(=O)C(F)(F)C(F)(F)C(F)(F)F)c1C#N,38%[activator],0%

# Some of these compounds in order of count of non-hydrogen atoms, descending:
SMILES,AID inhibitor,UDG counter
COc1ccc(NC(=O)c2ccc3c(c2)N(Cc2cccc(Cl)c2)C(=O)c2ccccc2S3(=O)=O)cc1Cl,-2%,-15%
CCn1cc(C(=O)NCc2ccccc2)c(=O)c2cc(S(=O)(=O)N3CCCCC3)ccc21,?,-15%[57.5 µM]
CCN1CCN(c2oc(-c3ccc(COc4ccc(OC)cc4)o3)nc2C#N)CC1,-21%,-5%
CCc1c(C)sc(NC(=O)C(F)(F)C(F)(F)C(F)(F)F)c1C#N,38%[activator],0%
CCSc1ccccc1C(=O)Nc1ccc(CC)cc1,5%,6%
O=C(O)[C@@H]1C[C@@H](C(=O)O)N1,1%,-6%

# (next part)
SMILES,AID inhibitor,UDG counter
CCCNC(=O)CN1CCN(c2ncc(NC(=O)c3ccc(Cl)cc3)cc2C(=O)O)CC1,75%[activator],-6%
CC(C)(C)OC(=O)N1CCC(c2c(C(=O)NCc3cccc(Cl)c3)cnn2-c2ccc(F)cc2)CC1,?,-19%
CCOc1ccc(-n2nc3ccc(NC(=O)COc4ccc(OC)cc4)cc3n2)cc1,62%[activator],?
COC(=O)N(C)CC(=O)NC1CCCCCC1,-3%,3%
COc1ccc(N(C(=O)/C=C\C(=O)Nc2ccc(C)cc2)C(C(=O)NCc2ccco2)c2ccc(C)cc2)cc1 (stereo not drawn),-13%,-3%[57.5 µM]
C#CCn1c(COc2ccccc2C)nc2ccccc21,-7%,-10%[57.5 µM]
O=C(NCc1cnn(-c2ccccc2)c1)C1CCN(S(=O)(=O)c2cccc(C(F)(F)F)c2)CC1,-6%,-8%
CCOc1ccc(C=O)c2ccccc12,-2%,-5%
C/C(=N/O)c1cc2cc(Cl)ccc2oc1=O,-10%,-3%
Clc1ccc2c(N/N=C/c3ccccc3)ccnc2c1,-13%,-13%
